Screens as filed in PubChem BioAssay.
HTRA1 inhibitor = HTRA1 (human) protease inhibition; AID 504803; inhibition, % at 5.96 µM; recombinant HTRA1, FP-rhodamine activity-based probe, fluorescence polarization; 0.5% of 340,000 active; Q92743; in the data active means inhibition above about 36%;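 further: 0% = enzyme with DMSO and 100% = wells lacking enzyme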
Target sequence (Q92743 whole entry, looked up): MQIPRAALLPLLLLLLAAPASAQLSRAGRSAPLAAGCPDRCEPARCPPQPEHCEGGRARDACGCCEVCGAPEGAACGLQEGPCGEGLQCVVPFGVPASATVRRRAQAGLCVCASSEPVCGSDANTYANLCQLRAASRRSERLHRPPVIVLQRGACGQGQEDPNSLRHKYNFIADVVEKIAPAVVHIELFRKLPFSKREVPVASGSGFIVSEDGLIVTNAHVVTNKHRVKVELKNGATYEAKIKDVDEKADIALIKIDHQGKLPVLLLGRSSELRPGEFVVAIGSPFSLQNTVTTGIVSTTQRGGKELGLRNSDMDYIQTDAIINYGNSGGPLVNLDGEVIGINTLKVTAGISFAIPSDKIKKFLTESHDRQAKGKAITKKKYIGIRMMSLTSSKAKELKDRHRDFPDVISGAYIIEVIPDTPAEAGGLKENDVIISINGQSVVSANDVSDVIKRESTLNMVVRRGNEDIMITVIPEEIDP
NPR1 activator = GC-A (human) enzyme activation | HEK293 GC-A cells, cGMP TR-FRET, EC30 ANP; 0% at EC30 ANP, 100% saturating ANP | activation, % at 10 µM | 0.14% of 370,000 active; in the data active means activation above about 40%
SIAE inh = blocks human sialic acid acetylesterase | Q9HAT2 | SIAE FP-Rh probe binding, fluorescence polarization | inhibition, % at 9.66 µM | AID 1053197 | 0.69% of 370,000 active;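 active means inhibition above a cutoff: mean of compounds within the control limits plus 3 SD of those, cut at about 17% in these data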;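 further: 0% = plate median of compound wells and 100% = probe without SIAE protein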
Target sequence (Q9HAT2 whole entry, looked up): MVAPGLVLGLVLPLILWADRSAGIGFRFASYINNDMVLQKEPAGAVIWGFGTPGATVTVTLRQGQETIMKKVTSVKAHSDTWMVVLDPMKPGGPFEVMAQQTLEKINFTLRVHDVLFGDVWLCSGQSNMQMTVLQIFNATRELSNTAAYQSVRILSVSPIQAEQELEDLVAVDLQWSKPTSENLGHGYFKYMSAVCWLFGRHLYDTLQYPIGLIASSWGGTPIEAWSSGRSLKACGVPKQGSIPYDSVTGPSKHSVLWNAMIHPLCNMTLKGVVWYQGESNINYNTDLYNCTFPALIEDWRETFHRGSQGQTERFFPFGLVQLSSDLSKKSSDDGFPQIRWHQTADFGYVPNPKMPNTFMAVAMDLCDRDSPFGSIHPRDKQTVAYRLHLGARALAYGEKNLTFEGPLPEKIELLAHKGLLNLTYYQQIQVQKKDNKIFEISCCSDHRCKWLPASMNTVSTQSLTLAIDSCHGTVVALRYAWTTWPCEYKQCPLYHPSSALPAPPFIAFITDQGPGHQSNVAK
mABHD4 FP = inhibits mouse alpha/beta hydrolase domain 4 | purified mABHD4, FP-Rh probe fluorescence polarization | inhibition, % at 8.92 µM | 0.54% of 370,000 active | AID 720543;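 active means inhibition exceeding the mean over every tested compound plus 3 SD, cut at about 30% in these data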;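 further: 0% = plate median of compound wells and 100% = S159A mutant with DMSO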
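System: mouse ABHD4 enzyme, wild type / Medium: HEPES pH 7.0, NaCl, Pluronic buffer / Reagent: FP-Rh activity-based fluorescent probe / Control set: S159A mutant high control, sample median low control / Detection: fluorescence polarization with parallel and perpendicular emission, 525/598 nm / Schedule: 45 min + 60 min at 25 °C / Compound dosing: 8.92 µM, single dose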
MBD2 DNA inh = MBD2-methylated oligo binding inhibition; Q9UBB5; TR-FRET, MBD2 binding to methylated oligonucleotide; inhibition, % at 4.4 µM; 0.31% of 370,000 active; AID 686964; in the data active means inhibition above about 13%
PRMT1 inh = PRMT1 (human) inhibition, primary screen. Q99873. 1.3% of 370,000 active. recombinant PRMT1, activity-based probe fluorescence polarization. inhibition, % at 2.79 µM. AID 652257;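 active means inhibition above about 21% made by adding two undisclosed values, limit read from the data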
rCAG RNA binder = binds r(CAG) RNA repeats. r(CAG) RNA repeat, TO-PRO-1 dye displacement fluorescence. inhibition, % at 3 µM. 1.3% of 370,000 active;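 active means inhibition above the plate cutoff, the mean of all test compounds on that plate plus 3 SD, cut at about 35% in these data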;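 further: 0% = DMSO alone and 100% = 100 µM mitoxantrone as full dye displacement; higher means more dye released from RNA so lower well fluorescence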
UHRF1 binding = blocks human UHRF1 binding to methylated DNA | Q96T88 | UHRF1 binding to methylated oligo, TR-FRET | inhibition, % at 4.4 µM | 0.75% of 370,000 active; in the data active means inhibition above about 21%;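 further: UHRF1 SRA domain binding a hemimethylated CpG hairpin DNA probe; 0% = median of test compound wells and 100% = reference inhibitor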
TCR CD3 inh = blocks the human TCR-CD3 interaction | TAMRA-labeled TCR probe fluorescence, biochemical | inhibition, % at 9.4 µM | 0.37% of 360,000 active | AID 651800; in the data active means inhibition above about 19%;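 further: recombinant mutant TCR 2C K166C tagged with TAMRA read by polarization; 0% = receptor in buffer alone and 100% = receptor with positive control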
GC-B act = GC-B (human) receptor activation; 0.11% of 370,000 active; P20594; AID 1920062; activation, % at 10 µM; HEK293-GC-B cells, CNP EC30, cGMP TR-FRET; 0% at EC30 CNP, 100% saturating CNP;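 active means activation at 10 µM reaching about 35% in either raw or pattern-adjusted values, limit read from the data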
The depositor's hits bear a star. Not all compounds are listed. The share of hits here may be higher or lower than overall.

`COc1ccc(N(CC(=O)NN=C2CCCC2)S(=O)(=O)c2ccccc2)cc1Cl` gave HTRA1 inhibitor -10, NPR1 activator -2, SIAE inh 2, mABHD4 FP -11, MBD2 DNA inh 0, PRMT1 inh 0, rCAG RNA binder 9, UHRF1 binding -3, TCR CD3 inh 0 and GC-B act -6.
For O=C(c1cccc([N+](=O)[O-])c1)N1CCN(c2ccccn2)CC1 the results were HTRA1 inhibitor -3, NPR1 activator 4, SIAE inh 12, mABHD4 FP -2, MBD2 DNA inh 1, PRMT1 inh 0, rCAG RNA binder 1, UHRF1 binding 1, TCR CD3 inh 3 and GC-B act -4.
For Cc1cc(N2CCOCC2)ccc1/C=C\[N+](=O)[O-] the results were HTRA1 inhibitor 2, NPR1 activator 14, SIAE inh 9, mABHD4 FP 9, MBD2 DNA inh -3, PRMT1 inh 4, rCAG RNA binder -1, UHRF1 binding 0, TCR CD3 inh 3 and GC-B act -1.
For COc1ccc(S(=O)(=O)N2CCOC2CNC(=O)C(=O)NCc2ccc3c(c2)OCO3)cc1OC (centres undefined) the results were HTRA1 inhibitor -3, NPR1 activator 1, SIAE inh -5, mABHD4 FP 5, MBD2 DNA inh 2, PRMT1 inh 1, rCAG RNA binder 0, UHRF1 binding 2, TCR CD3 inh -5 and GC-B act 3.
Screening N=C1C(=O)OCC1c1ccccc1NC(=O)c1ccccc1 (centres undefined) returned HTRA1 inhibitor -1, NPR1 activator 2, SIAE inh 2, mABHD4 FP -9, MBD2 DNA inh 10, PRMT1 inh 3, rCAG RNA binder -2, UHRF1 binding 4, TCR CD3 inh -6 and GC-B act 3.
For CCCCn1c(N)c(N(CCOC)C(=O)CN2C(=O)NC3(CC(C)CC(C)(C)C3)C2=O)c(=O)[nH]c1=O (centres undefined) the results were HTRA1 inhibitor 7, NPR1 activator 2, SIAE inh 2, mABHD4 FP 6, MBD2 DNA inh -1, PRMT1 inh 11, rCAG RNA binder -3, UHRF1 binding -2, TCR CD3 inh -6 and GC-B act 4.
O=C(COC(=O)C1CC1)Nc1ccc2c(c1)OCO2 was read as HTRA1 inhibitor -1, NPR1 activator -1, SIAE inh -3, mABHD4 FP 4, MBD2 DNA inh 6, PRMT1 inh 6, rCAG RNA binder -1, UHRF1 binding 2, TCR CD3 inh 1 and GC-B act 4.
`CCOC(=O)c1[nH]c(C)c(C(=O)NCc2ccc(C)cc2)c1C` gave HTRA1 inhibitor 4, NPR1 activator 5, SIAE inh 4, mABHD4 FP -11, MBD2 DNA inh 3, PRMT1 inh -5, rCAG RNA binder 3, UHRF1 binding 6, TCR CD3 inh -5 and GC-B act 4.
For Nc1nc(-c2cccnc2)nc2sc3c(c12)CCCC3 the results were HTRA1 inhibitor -14, NPR1 activator -4, SIAE inh -8, mABHD4 FP -4, MBD2 DNA inh -2, PRMT1 inh -1, rCAG RNA binder 4, UHRF1 binding -1, TCR CD3 inh 1 and GC-B act -15.
For COc1ccc(N2CCN(CC(O)COc3ccc4c(c3)CCC4)CC2)cc1 (centres undefined) the results were HTRA1 inhibitor 5, NPR1 activator -2, SIAE inh 11, mABHD4 FP 8, MBD2 DNA inh 3, PRMT1 inh -1, rCAG RNA binder -5, UHRF1 binding -1, TCR CD3 inh -3 and GC-B act -4.
For COCCn1c(SCC(=O)N2CCCC2)nnc1C(C)C the results were HTRA1 inhibitor 3, NPR1 activator 0, SIAE inh -3, mABHD4 FP 5, MBD2 DNA inh -8, PRMT1 inh -5, rCAG RNA binder 1, UHRF1 binding -5, TCR CD3 inh 6 and GC-B act 1.
For COc1ccc(CCNC(=O)c2cnc3scc(C)n3c2=O)cc1OC the results were HTRA1 inhibitor -4, NPR1 activator 2, SIAE inh -6, mABHD4 FP -2, MBD2 DNA inh -5, PRMT1 inh 0, rCAG RNA binder 1, UHRF1 binding -1, TCR CD3 inh 3 and GC-B act -3.
For CCc1ccc(/C=N/NC(=O)c2cc(C)on2)s1 the results were HTRA1 inhibitor 10, NPR1 activator 1, SIAE inh -1, mABHD4 FP 0, MBD2 DNA inh 2, PRMT1 inh -1, rCAG RNA binder 0, UHRF1 binding 0, TCR CD3 inh 5 and GC-B act 1.
Cc1cc(OCC(=O)NCC2CCC(C(=O)O)CC2)c2c(C)c(Cc3ccccc3)c(=O)oc2c1 (centres undefined) was read as HTRA1 inhibitor 3, NPR1 activator -3, SIAE inh -4, mABHD4 FP 15, MBD2 DNA inh 0, PRMT1 inh 6, rCAG RNA binder 1, UHRF1 binding 2, TCR CD3 inh 0 and GC-B act 1.
For O=C(NCC1CCOCC1)c1cc(COc2ccc(F)cc2F)on1 the results were HTRA1 inhibitor -2, NPR1 activator 22, SIAE inh -3, mABHD4 FP -2, MBD2 DNA inh -7, PRMT1 inh 2, rCAG RNA binder -5, UHRF1 binding -2, TCR CD3 inh 4 and GC-B act 2.
Screening COc1ccc(CCN2CC(C(=O)N3CCCCCC3)CCC2=O)cc1 (centres undefined) returned HTRA1 inhibitor 4, NPR1 activator 2, SIAE inh 2, mABHD4 FP -1, MBD2 DNA inh -4, PRMT1 inh 1, rCAG RNA binder -7, UHRF1 binding -2, TCR CD3 inh 3 and GC-B act -3.
Cc1ccc(NS(=O)(=O)c2ccc(Cl)c(NC(=S)NC(=O)C3CCCCC3)c2)cc1Cl was read as HTRA1 inhibitor -88, NPR1 activator -4, SIAE inh -134, mABHD4 FP -89, MBD2 DNA inh 4, PRMT1 inh 1, rCAG RNA binder 45*, UHRF1 binding 1, TCR CD3 inh 1 and GC-B act 10.
Screening CC(C)c1nnc(NC(=O)COc2ccccc2[N+](=O)[O-])s1 returned NPR1 activator 2, SIAE inh 1, mABHD4 FP 0, MBD2 DNA inh 5, PRMT1 inh 3, rCAG RNA binder -3, UHRF1 binding 0, TCR CD3 inh -1 and GC-B act -1.
Screening CCC(C)NS(=O)(=O)c1ccc(OCC(=O)NCc2ccc3c(c2)OCO3)cc1 (centres undefined) returned HTRA1 inhibitor 3, NPR1 activator -3, SIAE inh 10, mABHD4 FP -5, MBD2 DNA inh 3, PRMT1 inh 0, rCAG RNA binder -4, UHRF1 binding 0, TCR CD3 inh 5 and GC-B act 5.
Cc1ccc(CN2C(=O)NC(Cc3c[nH]c4ccccc34)C2=O)cc1 (centres undefined) was read as HTRA1 inhibitor 5, NPR1 activator -2, SIAE inh 2, mABHD4 FP -3, MBD2 DNA inh -1, PRMT1 inh -5, rCAG RNA binder -2, UHRF1 binding -1, TCR CD3 inh 6 and GC-B act 0.
For Cc1cccc(C2c3[nH]c4ccccc4c3CCN2C(=O)Cc2nc(-c3ccccc3)n[nH]2)n1 (centres undefined) the results were HTRA1 inhibitor -25, NPR1 activator -3, SIAE inh 1, mABHD4 FP -1, MBD2 DNA inh 1, PRMT1 inh 1, rCAG RNA binder 8, UHRF1 binding -3, TCR CD3 inh 1 and GC-B act -3.
`O=C(CN1CCCC1)Nc1c(Cl)cccc1Cl` gave HTRA1 inhibitor 6, NPR1 activator 4, SIAE inh -6, mABHD4 FP -2, MBD2 DNA inh -1, PRMT1 inh 2, rCAG RNA binder -2, UHRF1 binding 3, TCR CD3 inh 4 and GC-B act 5.
For CCc1nn(CC(=O)NCCCN2CCOCC2)c(=O)c2cc3c(OC)cccc3n12 the results were HTRA1 inhibitor 0, NPR1 activator 1, SIAE inh -5, mABHD4 FP 8, MBD2 DNA inh 0, PRMT1 inh 1, rCAG RNA binder -2, UHRF1 binding -3, TCR CD3 inh 3 and GC-B act 2.
CC(C)CN1CC(Br)C(=O)NC1=O (centres undefined) was read as HTRA1 inhibitor 2, NPR1 activator 2, SIAE inh 4, mABHD4 FP -4, MBD2 DNA inh 5, PRMT1 inh -2, rCAG RNA binder 5, UHRF1 binding -2, TCR CD3 inh 1 and GC-B act -2.
Screening CCn1c(/C=C/c2ccc(F)cc2)nc2ccccc2c1=O returned HTRA1 inhibitor -13, NPR1 activator 7, SIAE inh -5, mABHD4 FP -9, MBD2 DNA inh 11, PRMT1 inh 6, rCAG RNA binder 2, UHRF1 binding 3, TCR CD3 inh 4 and GC-B act 11.
COc1ccc(S(=O)(=O)N2CCCCCC2)cc1C(=O)OCc1c(C)noc1C was read as HTRA1 inhibitor -5, NPR1 activator 6, SIAE inh -3, mABHD4 FP 11, MBD2 DNA inh -5, PRMT1 inh 0, rCAG RNA binder -7, UHRF1 binding 1, TCR CD3 inh -2 and GC-B act 0.
Screening COC(=O)c1ccc(NC(=O)CSc2nncn2C)cc1 returned HTRA1 inhibitor -4, NPR1 activator 4, SIAE inh 4, mABHD4 FP 2, MBD2 DNA inh 3, PRMT1 inh -2, rCAG RNA binder 1, UHRF1 binding -5, TCR CD3 inh 9 and GC-B act -1.
For C[n+]1ccc(C(=O)N/N=C/c2ccco2)cc1 the results were HTRA1 inhibitor 6, NPR1 activator 0, SIAE inh -8, mABHD4 FP 4, MBD2 DNA inh 3, PRMT1 inh 2, rCAG RNA binder 0, UHRF1 binding 2, TCR CD3 inh -2 and GC-B act 7.
O=C(Nc1nccs1)c1ccc(S(=O)(=O)N2CCCCC2)cc1 was read as HTRA1 inhibitor 5, NPR1 activator -1, SIAE inh -1, mABHD4 FP 4, MBD2 DNA inh 2, PRMT1 inh 8, rCAG RNA binder 2, UHRF1 binding 2, TCR CD3 inh -7 and GC-B act 1.
Screening CCCc1nnc2n1N=C(c1ccc(OC)c(OC)c1)CS2 returned HTRA1 inhibitor -2, NPR1 activator -2, SIAE inh 3, mABHD4 FP 4, MBD2 DNA inh -2, PRMT1 inh 2, rCAG RNA binder -6, UHRF1 binding 4, TCR CD3 inh -1 and GC-B act 1.
`COCCNC(=O)CNC(=O)c1nn(-c2ccc(OC)c(Cl)c2)c(=O)c2ccccc12` gave HTRA1 inhibitor 5, NPR1 activator 2, SIAE inh -3, mABHD4 FP 7, MBD2 DNA inh -4, PRMT1 inh -1, rCAG RNA binder 5, UHRF1 binding 1, TCR CD3 inh 2 and GC-B act 2.
For COc1cc(/C=N/N2CCN(c3ccccc3OC)CC2)ccc1O the results were HTRA1 inhibitor 6, NPR1 activator 0, SIAE inh 6, mABHD4 FP 5, MBD2 DNA inh -6, PRMT1 inh 1, rCAG RNA binder -1, UHRF1 binding -2, TCR CD3 inh 0 and GC-B act 0.

Looked up by structure from above:
Screening CCCc1nnc2n1N=C(c1ccc(OC)c(OC)c1)CS2 returned HTRA1 inhibitor -2, NPR1 activator -2, SIAE inh 3, mABHD4 FP 4, MBD2 DNA inh -2, PRMT1 inh 2, rCAG RNA binder -6, UHRF1 binding 4, TCR CD3 inh -1 and GC-B act 1.
COc1ccc(S(=O)(=O)N2CCCCCC2)cc1C(=O)OCc1c(C)noc1C was read as HTRA1 inhibitor -5, NPR1 activator 6, SIAE inh -3, mABHD4 FP 11, MBD2 DNA inh -5, PRMT1 inh 0, rCAG RNA binder -7, UHRF1 binding 1, TCR CD3 inh -2 and GC-B act 0.
For C[n+]1ccc(C(=O)N/N=C/c2ccco2)cc1 the results were HTRA1 inhibitor 6, NPR1 activator 0, SIAE inh -8, mABHD4 FP 4, MBD2 DNA inh 3, PRMT1 inh 2, rCAG RNA binder 0, UHRF1 binding 2, TCR CD3 inh -2 and GC-B act 7.
